Screening data (PubChem)
IMPase cell inh – qHTS Assay for Identifying the Cell-Membrane Permeable IMPase Inhibitors; CHO-M1 cells, IP1 accumulation, HTRF TR-FRET ratio; inhibition (IP1 accumulation), % at 46.1 µM; 120,000 tested, under 10 active; AID 901, 2007; active = well fitted curve in the direction sought with a large enough effect in the signal ratio, not every such curve was filed as active; inconclusive = small, poorly fitted or top-dose-only effect, or a change in a side signal; inactive = no such curve, though single readings can be large or run the other way; the % refers to the signal ratio;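 also: cells stimulated with carbachol in lithium chloride buffer; plate controls were DMSO basal wells for no effect and reference inhibitor wells for full effect; higher means more IMPase inhibition seen as more IP1 and lower FRET ratio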
Target sequence (P97697 whole entry, looked up): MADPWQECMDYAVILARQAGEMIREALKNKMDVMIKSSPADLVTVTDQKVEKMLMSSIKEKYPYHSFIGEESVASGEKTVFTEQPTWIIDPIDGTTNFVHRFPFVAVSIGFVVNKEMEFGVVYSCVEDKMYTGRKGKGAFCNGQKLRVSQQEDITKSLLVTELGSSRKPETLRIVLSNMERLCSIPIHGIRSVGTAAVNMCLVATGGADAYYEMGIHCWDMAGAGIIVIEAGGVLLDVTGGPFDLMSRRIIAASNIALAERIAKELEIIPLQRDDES
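Elevated IP1 in lysates lowers TR-FRET signal (665/620 ratio and 620 channel reported). Cells were CHO-M1, given carbachol (50 uM as added) plus 50mM LiCl, pH 7.4, 30 min, 37C; compounds titrated up to 46 uM; AC50 by Hill equation.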
15-hLO-2 inh – qHTS Assay for Inhibitors of 15-hLO-2 (15-human lipoxygenase 2); purified 15hLO-2, xylenol orange hydroperoxide absorbance; Potency, µM (series often up to 57.1 µM), for the others: at the highest dose activity change, negative = inhibition, usual class: inhibitors; AID 881, 2007; 110,000 compounds, 0.56% hits; also: potency is read from the fitted curve at half-maximal effect; nearly all actives have a fitted effect of over 60% in size; many of its hits are not listed in these tables
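Purified human 15hLO-2 (50 nM final) preincubated with compounds 15 min at room temperature in 25 mM Hepes pH 7.5, 0.01% Triton X-100, then 45 uM arachidonic acid added for 90 min; hydroperoxide detected via ferrous/xylenol orange, 573/405 nm absorbance ratio.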
ALOX12 inhib – qHTS Assay for Inhibitors of 12-hLO (12-human lipoxygenase); AID 1452, 2008; 150,000 compounds, 0.12% hits; Potency, µM (top dose mostly 57.1 µM), without a hit: at the highest dose activity change, negative = inhibition, usual class: inhibitors; purified 12-hLO, xylenol orange hydroperoxide absorbance; Polyunsaturated fatty acid lipoxygenase ALOX12 (Homo sapiens), P18054; also: potency is read from the fitted curve at half-maximal effect; nearly all actives have a fitted effect of over 55% in size; many of its hits are not listed in these tables
Target sequence (P18054 whole entry, looked up): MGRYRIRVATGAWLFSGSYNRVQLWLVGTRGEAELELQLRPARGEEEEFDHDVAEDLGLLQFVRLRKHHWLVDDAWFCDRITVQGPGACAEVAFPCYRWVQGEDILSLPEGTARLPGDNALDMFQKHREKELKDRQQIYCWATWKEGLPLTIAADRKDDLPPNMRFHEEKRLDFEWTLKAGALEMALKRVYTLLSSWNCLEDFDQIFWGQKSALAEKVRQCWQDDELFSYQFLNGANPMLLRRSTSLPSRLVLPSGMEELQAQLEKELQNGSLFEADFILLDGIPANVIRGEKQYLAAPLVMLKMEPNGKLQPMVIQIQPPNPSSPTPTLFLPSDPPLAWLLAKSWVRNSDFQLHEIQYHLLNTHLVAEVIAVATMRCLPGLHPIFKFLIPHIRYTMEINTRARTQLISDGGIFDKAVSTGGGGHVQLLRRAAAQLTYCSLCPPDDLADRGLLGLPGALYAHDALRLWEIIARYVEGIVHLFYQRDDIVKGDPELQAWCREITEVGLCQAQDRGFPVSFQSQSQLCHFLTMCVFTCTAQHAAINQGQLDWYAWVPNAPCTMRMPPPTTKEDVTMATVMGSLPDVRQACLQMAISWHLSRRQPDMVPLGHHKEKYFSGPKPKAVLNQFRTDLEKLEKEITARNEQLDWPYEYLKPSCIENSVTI
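Hydroperoxide formation by human 12-lipoxygenase from 40 uM arachidonic acid was followed colorimetrically via ferric-xylenol orange complex, using the 573/405 nm absorbance ratio. Enzyme concentration was 150 nM, with 30 min reaction at room temperature.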
PNC assembly inh – High Content Assay for Compounds that inhibit the Assembly of the Perinucleolar Compartment; PC3M PTB-GFP, PNC prevalence imaging, 16 h; active compounds read low; activity change (PNC), negative = inhibition, % at 10 µM; 140,000 compounds, 3.1% hits;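 active = readout at or below -70, meaning at least 70% loss of cells showing the perinucleolar compartment, a nuclear body marking cancer cells; inconclusive = readout between -30 and a set limit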;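 also: plate controls were DMSO wells for no effect and camptothecin positive control wells for full effect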
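Read-out is percentage of cells bearing a perinucleolar compartment, from automated 20x imaging of fixed, Hoechst-stained PC3M PTB-GFP cells. Cells were seeded 4 h, then exposed 16 h to compound (23 nl of library stock) in duplicate plates.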
An asterisk follows results filed as active; ? = inconclusive; / = no result given; [ ] = dose if it differs, or a comment. Unless noted, calls follow the shape of the dose curve; as a rule, active = well fitted curve in the direction sought with a large enough effect; inconclusive = small, poorly fitted or top-dose-only effect, or another doubt; inactive = no such curve, though single readings can be large; an effect the other way counts as inactive or inconclusive. Unless noted, % is scaled to controls: 0 for no effect and ±100 for the full control effect. The list is partial (hit frequency here may not be typical).

SMILES	IMPase cell inh	15-hLO-2 inh	ALOX12 inhib	PNC assembly inh
CCNC(=O)CC1C(=O)N(c2ccc(F)cc2)C(=O)N1Cc1ccccn1 (stereo unspecified)	-9	-3%	0%	-17
CN1C(=O)CC(c2ccco2)Sc2ccccc21 (stereo unspecified)	?	-6%	-2%	-22
O=C(O)CCc1ccc(-c2ccccc2)o1	-3	-11%	-7%	?
NC(=O)C1CCCN(C(=O)c2ccc(Cl)cc2)C1 (stereo unspecified)	11	-1%	0%	27
COC(=O)c1cc(NC(=O)CC2C(=O)NCCN2C(=O)c2ccc(F)cc2)cc(C(=O)OC)c1 (stereo unspecified)	12	-2%	-11%	?
C/C(N)=C(/C#N)C(=O)CSc1ncnc2ccccc12	-5	-1%	-1%	22
Cc1cccc(-c2noc(CCCC(=O)Nc3cccnc3)n2)c1	2	-4%	2%	-8
S=C(NCc1ccc(Cl)cc1Cl)NC1CCCCC1	/	/	?	-24
CC(NC(=S)Nc1ccccc1)C1COc2ccccc2O1 (stereo unspecified)	-8	/	-21%	-14
COc1ccc(/C=C2/C(=O)OCc3cc(OC)c(OC)cc32)c(OC)c1	4	/	-3%	3
CC1CC(OC(=O)c2ccccc2O)CC(C)(C)C1 (stereo unspecified)	/	1%	-10%	/
COc1cc(C(=S)N2CCOCC2)ccc1OS(=O)(=O)c1ccc(NC(C)=O)cc1	/	/	1%	-15
O=C(O)c1cccc(N=NN2CCCCCC2)c1	/	/	3%	12
O=C(COC(=O)CNS(=O)(=O)c1ccc2ccccc2c1)Nc1ccc2c(c1)OCO2	-4	/	1%	36
O=C(Nc1cccc(S(=O)(=O)Nc2ccccc2Cl)c1)c1ccc(N2CCCC2)c([N+](=O)[O-])c1	-4	/	-1%	?
Cn1c(SCC(=O)Nc2ccc3cn[nH]c3c2)nnc1-c1cnccn1	-6	2%	-4%	-100*
C/C(=N\NC(=O)COc1ccc(C(C)(C)C)cc1)c1ccc(N2CCOCC2)cc1	/	/	-2%	51
O=C(NCCc1nc2ccccc2[nH]1)Nc1ccccc1	1	15%	-2%	25
CCOc1ccc(CCNC(=O)Cn2cccc2C(=O)c2ccccc2)cc1OCC	-4	/	-3%	?
CN(C)S(=O)(=O)N1CCC(CCCC2CCN(S(=O)(=O)N(C)C)CC2)CC1	12	4%	1%	18
CCOC(=O)CSc1nc2ccccc2c(=O)n1CC	10	0%	-2%	?
CCN(CC)C(=O)c1sc(NC(=O)c2ccc3c(c2)OCO3)c(C#N)c1C	-5	-4%	2%	?
CCn1c(SCC(=O)NCc2ccccc2)nc2c(c1=O)SC(C)C2 (stereo unspecified)	-4	-2%	0%	?
O=C(O)c1ccnc(SCC(=O)c2ccccc2)c1	/	/	-1%	?
CN(C)S(=O)(=O)c1cccc(NC(=O)COC(=O)C2(c3ccccc3F)CCCC2)c1	/	/	-7%	1
CC1CCCCC1NC(=O)c1ccc(N2CCCC2=O)cc1 (stereo unspecified)	7	0%	-1%	?
Cc1ccc(S(=O)(=O)N2CCC(=O)N(C(CO)Cc3ccccc3)CC2)cc1 (stereo unspecified)	/	/	-6%	52
CCOC(=O)N1CCN(C(=O)CSc2nnc(-c3c[nH]c4ccccc34)n2CCOC)CC1	0	-4%	-3%	19
Cc1cc(C(C)(C)C)oc1C(=O)N(CC(=O)NC1CCCC1)Cc1ccccc1	-12[1.84 µM]	15%[11.4 µM]	0%	?
CN1CCN(NC(=S)NC2CCCCC2)CC1	/	/	2%	15
O=C(NNC(=O)c1cc(-c2ccc(Cl)c(Cl)c2)nc2ccccc12)Nc1ccccc1	3	-22%	-4%	34
COc1ccc(NC(=O)Cc2c(SC)c3ccccc3n2Cc2ccccc2)cc1	/	/	2%	-17
CCOC(=O)C(C)Sc1nc2c(c(=O)[nH]c(=O)n2C)n1C/C=C(/C)Cl (stereo unspecified)	-2	8%	-8%	14
COc1ccccc1NC(=O)c1ccc(NS(=O)(=O)c2cccc3cccnc23)cc1	-5	/	-1%	-21
CC1=C(C(=O)OCCOc2ccccc2)C(c2ccc(C)o2)C2=C(CC(C)(C)CC2=O)N1 (stereo unspecified)	11	-5%	-2%	?
O=C(CCS(=O)(=O)c1cccs1)Nc1ccc(C(=O)NCc2ccccc2)cc1	3	3%	7%	77
C/C(=N\NC(=O)c1ccc(N(C)C)cc1)c1ccc(C)c(C)c1	-2	/	-3%	-11
O=C(CCn1c(=O)oc2ccccc21)NCCN1CCc2ccccc2C1	5	-2%[2.29 µM]	3%	13
O=C(NCCCN1CCOCC1)c1ccc(CS(=O)(=O)Cc2ccccc2Cl)o1	13	-2%	1%	54
Cc1ccc2cccc(Oc3ncnc4sc(C)c(C)c34)c2n1	/	/	5%	32
O=S(=O)(Nc1ccc(Cc2ccncc2)cc1)c1ccc(Br)s1	11	24%	-12%	-6
CCOC(=O)CSc1nc2ccccc2n1CC(=O)N1CCN(c2ccccc2)CC1	-7	1%	2%	-8
Cc1cc(C)c(S(=O)(=O)N(CC(=O)O)CC(=O)O)c(C)c1	-10	-9%	2%	19
Cn1c(NNC(=O)c2ccc(C(C)(C)C)cc2)cc(=O)n(C)c1=O	-5	/	4%	?
NC(=O)c1ccsc1NC(=O)c1nc(-c2ccccc2)n(-c2ccccc2)n1	11	2%	-6%	?
O=C(CSc1nnc(CNC(=O)c2c(F)cccc2Cl)o1)c1ccccc1	6	/	0%	-11
COc1cc(OC)cc(-c2nnc(SCC(=O)N(Cc3ccccc3)C(C)(C)C)o2)c1	10	13%	-12%	15
O=C(CN1CCCC1)Nc1c2c(nc3ccccc13)N(Cc1ccccc1)CC2	9	19%	-6%	?
Nc1cc(Cl)nc(N/N=C/c2ccc([N+](=O)[O-])cc2)n1	/	/	-4%	43
CCc1ccc(NC(=S)N(CCCN2CCN(C)CC2)Cc2cccs2)cc1	/	/	2%	55
CCOC(=O)c1ccc2[nH]c3c(c2c1)CN(C)CC3	?	-2%	1%	-9
COc1ccccc1N1CCN(C(=O)C(C)N(c2ccc(C)c(C)c2)S(C)(=O)=O)CC1 (stereo unspecified)	2	-1%	-1%	22
COc1ccc(-c2nnc(SCC(=O)NNC(=O)c3ccc(C)cc3)o2)cc1	/	/	4%	-17
O=C(Nc1cccc(S(=O)(=O)NC2=NCCCCC2)c1)c1cc(-c2ccccc2)nc2ccccc12	/	/	1%	?
CCCOC(=O)c1ccc(Oc2c(-c3ccc(OC)cc3O)n[nH]c2C)cc1	2	24%	-30%	?
Cc1sc2ncnc(-n3cnc4ccccc43)c2c1C	-2	-4%	-5%	32
CC1(C)CC(=O)c2c(n(-c3cccc4ccccc34)ccc2=O)C1	1	1%	0%	41
COc1cc(OC)cc(C(=O)NNC(=O)c2ccccc2Br)c1	-2	/	-5%	-3
O=C1CC(Cc2ccccc2)C(=O)N1c1ccc(Cl)cn1 (stereo unspecified)	-1	-3%	-4%	4
CC1CCc2nn(CC(=O)NCCCN3CCOCC3)cc2C1 (stereo unspecified)	-1	-1%	1%	-29
Other compounds follow:
SMILES	IMPase cell inh	15-hLO-2 inh	ALOX12 inhib	PNC assembly inh
O=C(c1cnccn1)N1CCC[C@@]2(CCN(Cc3cc(C(F)(F)F)cc(C(F)(F)F)c3)C2)C1	/	4%	-1%	/
C[C@@H](C(=O)O)/C(=C/c1ccc2c(c1)OCO2)C(=O)O	/	-3%[11.4 µM]	-6%[11.4 µM]	/
CCN(c1nc(C)cc(OC)n1)S(=O)(=O)c1ccccc1	3	-1%	1%	-5
CCOC(=O)CC1C(=O)NC2CCCCC2N1C(=O)Nc1ccc(Cl)cc1 (stereo unspecified)	7	3%	-5%	-13
CC(C)CNC(=O)CSc1nnc(-c2cccc(S(=O)(=O)N3CCCCC3)c2)o1	?	-7%	-4%	-128*
Cn1cc(CNC(=O)C2CCCCC2)cn1	8	0%	4%	?
COC(=O)[C@@]1(Cc2ccccc2)[C@H]2c3cc(C(=O)N(C)C)n(Cc4ccsc4Br)c3C[C@H]2CN1C(=O)c1ccccc1	/	3%	-1%	/
CCOc1cc(C(=O)NCC(C)CN(C)C)cc(OCC)c1OCC (stereo unspecified)	6	16%	0%	1
O=C(O)c1cnc(-c2ccccc2)nc1Sc1ccccc1	8	/	6%	67
CN(C)CCC1Sc2ccccc2Oc2ccccc21 (stereo unspecified)	8	/	7%	259
Cc1cccc(CCNC(=O)C2CCN(S(=O)(=O)c3c(C)nn(C)c3C)CC2)c1	0	-1%	1%	14
CCc1nnc(NC(=O)CSc2nnc(Cc3ccccc3)n2-c2ccccc2)s1	-4	-12%	-6%	-12
CCC(=O)N(CC)Cc1cc(=O)[nH]c2ccccc12	/	/	-3%	48
Cc1cccc(N(C(=O)CCC(=O)Nc2cccnc2)C(C(=O)NC2CCCC2)c2ccncc2)c1 (stereo unspecified)	-7	/	-4%	?
CN(c1ccccc1)S(=O)(=O)c1cccc(NC(=O)CSc2ncn[nH]2)c1	-2	/	-2%	-16
COc1ccc2c(c1)-c1nc(/N=C/c3ccc(O)cc3)sc1CC2	/	/	-4%	35
Cc1cc(SCC(=O)Nc2ccccc2)nc(C)n1	7	-3%	7%	7
CCCc1nnc(SCC(=O)O)n1/N=C/c1ccc2c(c1)OCO2	3	5%	0%	5
Cc1cc(-c2ccccc2)nc(N2CCC(C(=O)NC34CC5CC(CC(C5)C3)C4)CC2)n1	4	14%	-6%	?
O=C(COC(=O)CCc1nc2ccccc2s1)Nc1nc(-c2ccccc2)cs1	/	/	0%	25
CC#CCN(CC#CC)S(=O)(=O)c1ccc(S(=O)(=O)N2CCOCC2)cc1	1	-5%	2%	-105*
CCOC(=O)c1ccc(NC(=O)Nc2ccn(C)n2)cc1	-1	0%	4%	-18
Cc1cc(-c2ccccc2)nc(SCC(=O)c2cccc([N+](=O)[O-])c2)n1	6	5%	0%	11
O=c1/c(=C/c2ccco2)sc2n1CN(c1ccccc1)CN=2	10	-5%	-8%	25
Cc1nc2c3ccccc3n(CC(=O)c3ccc(F)cc3)c(=O)n2n1	3	0%	3%	-24
O=C(O)C1OC(C(=O)O)C2C1C(F)(F)C2(F)F (stereo unspecified)	4	-9%	-1%	19
Cc1ccc(S(=O)(=O)c2c(N)n(CCC(C)C)c3nc4ccccc4nc23)cc1	-1	-29%	-18%	-19
Cc1ccccc1Cn1cnc2ccccc2c1=O	/	/	1%	?
CC(Sc1nc2ccccc2[nH]1)C(=O)Nc1ccc2c(c1)OCCO2 (stereo unspecified)	7	12%	0%	?
O=C(Nc1ncn[nH]1)c1cc(S(=O)(=O)Nc2ccc(Cl)cc2)ccc1Cl	/	/	1%	-15
Cc1ccc(S(=O)(=O)Nc2ccc(NC(=O)CN3CCCCC3)c(Cl)c2)cc1	7	9%	-11%	?
Cc1ccc(Cl)c(OCCN2CCCC(C)C2)c1 (stereo unspecified)	/	/	0%	52

Whole records, looked up by structure. Values in the order: IMPase cell inh	15-hLO-2 inh	ALOX12 inhib	PNC assembly inh
Record of `Cc1ccc(S(=O)(=O)Nc2ccc(NC(=O)CN3CCCCC3)c(Cl)c2)cc1` : 7	9%	-11%	?
Record of `O=C(Nc1ncn[nH]1)c1cc(S(=O)(=O)Nc2ccc(Cl)cc2)ccc1Cl` : /	/	1%	-15
Record of `CC(Sc1nc2ccccc2[nH]1)C(=O)Nc1ccc2c(c1)OCCO2` (stereo unspecified) : 7	12%	0%	?
Record of `O=c1/c(=C/c2ccco2)sc2n1CN(c1ccccc1)CN=2` : 10	-5%	-8%	25
Record of `Cc1nc2c3ccccc3n(CC(=O)c3ccc(F)cc3)c(=O)n2n1` : 3	0%	3%	-24
